ERK AVP inh: qHTS Assay for Inhibitors of the ERK Signaling Pathway using a Homogeneous Screening Assay; HEK293-V1b, vasopressin-stimulated pERK AlphaScreen; Potency, µM (series often up to 57.5 µM), inactives show top-dose activity, negative = inhibition, usual class: inhibitors; actives 0.99% (n = 72,000); AID 995, 2007; note: potency is the fitted concentration of half-maximal effect; % is set by controls: 0 for no effect and ±100 for the full control effect; nearly all actives have a fitted effect of over 55% in size
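Phosphorylated ERK1/2 detected via AlphaScreen bead proximity in lysates of V1b-expressing HEK293 cells given 25 nM vasopressin for 5 min after 30 min compound exposure (37 °C). AC50 from Hill equation; basal DMSO 0%, vasopressin 100%.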
HBB splicing: qHTS Assay for Modulators of Hemoglobin Beta Chain Splicing. actives 0.06% (n = 65,000). Potency, µM (highest dose often 46.1 µM), without a hit: at the highest dose activation, most hits filed as activators. HBB splicing reporter cell assay, activation; EGFP reporter with mutant IVS2-654 intron; response scale: normalised to 500 nM splice-correcting PNA; note: potency is the fitted concentration of half-maximal effect; 0% is about no effect
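Compounds were applied for 2 days to HeLa EGFP-654 cells, 500/well in Optimem with 2% FCS. The reporter's EGFP is disrupted by mis-splicing of beta-globin intron IVS2-654. Readout: summed well GFP fluorescence from 488 nm laser scanning; reference was 500 nM antisense […] 654 PNA.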
Tau fil binding: qHTS Assay for Tau Filament Binding; recombinant tau filaments, thioflavin S fluorescence, 15 h; filaments grown with octadecylsulfate alongside compound; Potency, µM (highest dose often 57.1 µM), without a hit: at the top dose activity change, negative = inhibition; actives 2% (n = 71,000);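 note: potency is the fitted concentration of half-maximal effect; % is set by controls: 0 for no effect and ±100 for the full control effect; actives lower thioflavin S fluorescence by blocking filaments or displacing dye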
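Tau 2 uM in ThS buffer dispensed; compound added; 60 uM ODS added (finals 1 uM tau, 30 uM ODS); 15 h 37 C; fluor ex450/em510.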
GFP derepression: qHTS Assay for Epigenetic Modulators; mouse C127i GFP locus derepression, cytometry, 30 h; Potency, µM (doses to about 46.1 µM), without a hit: top-dose GFP derepression (activation); actives 0.09% (n = 68,000); AID 597, 2007; note: % of control where 0% means no effect
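Read-out is the number of GFP-positive cells, scored as fluorescent objects 20 to 120 um wide, reflecting derepression of a silenced CMV-GFP reporter in murine C127i cells after 30 h compound exposure at 37 C.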
Hsp90 Hop PPI: qHTS Assay for Disrupters of an Hsp90 Co-Chaperone Interaction; Potency, µM (highest dose often 57 µM), inactives show at the top dose activity change, negative = inhibition; Hsp90 C-terminal peptide / TPR2A (Hop) interaction, human; AlphaScreen TPR2A-His6 binding biotin-Hsp90 C-terminal peptide; actives 0.44% (n = 71,000); active = well fitted curve in either direction with a large enough effect; inconclusive = small, poorly fitted or top-dose-only effect, or another doubt; note: potency is the fitted concentration of half-maximal effect; % is set by controls: 0 for no effect and ±100 for the full control effect; many of its hits are not listed in these tables
UbGFP stabilizer: Ubiquitin-GFP Assay; 67,000 tested, under 10 active; Ubiquitin-GFP reporter cells, proteasome inhibition, GFP fluorescence; response scale: untreated = 0%, 10 µM MG-132 = 100%; Potency, µM (top dose mostly 45.9 µM), for the others: top-dose activation (GFP accumulation), actives largely listed as activators; active = well fitted activation curve with a large enough effect, not every such curve was filed as active; inconclusive = small, poorly fitted or top-dose-only effect, or another doubt; inactive = no such curve, though single readings can be large or run the other way; note: potency is the fitted concentration of half-maximal effect
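U2OS cells stably expressing ubiquitin(G76V)-GFP, seeded overnight in 0.5% FBS medium, were exposed to compounds (qHTS, 46 uM to 2.9 nM) for 4 hr at 37 °C. GFP-positive cells were counted by laser cytometry (488 ex/515 em), normalized between basal and 10 uM MG-132.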
15-hLO inh: qHTS Assay for Inhibitors of 15-hLO (15-human lipoxygenase); Potency, µM (series often up to 57.1 µM), for the others: at the top dose activity change, negative = inhibition, hits mostly inhibitors; Polyunsaturated fatty acid lipoxygenase ALOX15 (Homo sapiens), P16050; purified 15hLO-1, xylenol orange hydroperoxide absorbance; actives 1.4% (n = 74,000); note: potency is the fitted concentration of half-maximal effect; % is set by controls: 0 for no effect and ±100 for the full control effect; nearly all actives have a fitted effect of over 55% in size
Target sequence (P16050 whole entry, looked up): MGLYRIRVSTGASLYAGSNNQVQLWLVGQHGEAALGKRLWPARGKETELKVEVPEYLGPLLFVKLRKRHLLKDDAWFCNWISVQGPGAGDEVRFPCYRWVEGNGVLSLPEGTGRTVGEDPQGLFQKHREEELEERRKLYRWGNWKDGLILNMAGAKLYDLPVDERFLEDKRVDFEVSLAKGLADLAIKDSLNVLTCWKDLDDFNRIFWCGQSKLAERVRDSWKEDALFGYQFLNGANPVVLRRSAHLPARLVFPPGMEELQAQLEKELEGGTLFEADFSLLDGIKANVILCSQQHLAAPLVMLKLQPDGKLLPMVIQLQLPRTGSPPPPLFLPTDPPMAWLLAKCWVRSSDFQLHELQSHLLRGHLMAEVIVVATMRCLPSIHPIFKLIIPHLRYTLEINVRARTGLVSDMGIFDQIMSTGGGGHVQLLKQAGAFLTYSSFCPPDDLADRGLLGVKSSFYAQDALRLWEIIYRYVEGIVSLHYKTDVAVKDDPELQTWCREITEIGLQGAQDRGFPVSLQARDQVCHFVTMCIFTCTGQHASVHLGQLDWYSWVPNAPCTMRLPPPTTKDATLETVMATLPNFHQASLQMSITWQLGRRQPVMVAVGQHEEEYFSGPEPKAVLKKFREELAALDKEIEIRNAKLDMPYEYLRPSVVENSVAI
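Purified human 15hLO-1 (40 nM) in 25 mM Hepes pH 7.5, 0.01% Triton X-100, preincubated 15 min RT with compound, then 50 uM arachidonic acid for 6 min. Hydroperoxide read by ferrous/xylenol orange, 30 min; 573/405 nm absorbance ratio gave progress.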
CRE-bla Fsk: Cell signaling CRE-BLA (Fsk stim) | CHO CRE-bla reporter (cAMP response element driving beta-lactamase), forskolin EC10, beta-lactamase ratio | Potency, µM (top dose mostly 38.2 µM), for inactives: at the highest dose activity change, negative = inhibition, most hits filed as activators | actives 2.5% (n = 71,000) | AID 662, 2007; active = well fitted activation curve with a large enough effect in the signal ratio, with a control signal flat, not every such curve was filed as active; inconclusive = small, poorly fitted or top-dose-only effect, or effect the other way, or a change in a side signal; the % refers to the signal ratio; note: potency is the fitted concentration of half-maximal effect; % of control where 0% means no effect
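Beta-lactamase reporter under a cAMP responsive element in CHO cells; compounds tested in titration series against EC10 NKH 477, 3 h at 37 °C. Read-out: CCF4 FRET ratio 460nm/530nm (excitation 405nm) giving %Activity, fitted to AC50.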
Pol III holo inh: qHTS Assay for Inhibitors of DNA Polymerase III Holoenzyme System. Potency, µM (top dose mostly 57.1 µM), inactives show top-dose activity change, negative = inhibition. AID 603, 2007. reconstituted DNA polymerase III holoenzyme replication, biochemical. actives 0.25% (n = 71,000); note: potency is the fitted concentration of half-maximal effect; % is set by controls: 0 for no effect and ±100 for the full control effect
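Reconstituted *E. coli* holoenzyme (0.35 nM Pol III, 1 nM beta, 154 nM SSB, 2 nM primase) was preincubated with compound for 15 min at RT. Synthesis on 1.4 nM ssM13Gori ran 35 min, then was stopped with PicoGreen/EDTA and read as dsDNA fluorescence.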
HADH2 inhib: qHTS Assay for Inhibitors of HADH2 (Hydroxyacyl-Coenzyme A Dehydrogenase, Type II). actives 3.4% (n = 73,000). AID 886, 2007. 3-hydroxyacyl-CoA dehydrogenase type-2 (Homo sapiens), Q99714. Potency, µM (highest dose often 57.1 µM), for inactives: at the highest dose activity change, negative = inhibition, most hits filed as inhibitors. recombinant HADH2, NADH fluorescence, beta-hydroxybutyryl-CoA; note: potency is the fitted concentration of half-maximal effect; % is set by controls: 0 for no effect and ±100 for the full control effect; nearly all actives have a fitted effect of over 60% in size; many of its hits are not listed in these tables
Target sequence (Q99714 whole entry, looked up, one chain of several): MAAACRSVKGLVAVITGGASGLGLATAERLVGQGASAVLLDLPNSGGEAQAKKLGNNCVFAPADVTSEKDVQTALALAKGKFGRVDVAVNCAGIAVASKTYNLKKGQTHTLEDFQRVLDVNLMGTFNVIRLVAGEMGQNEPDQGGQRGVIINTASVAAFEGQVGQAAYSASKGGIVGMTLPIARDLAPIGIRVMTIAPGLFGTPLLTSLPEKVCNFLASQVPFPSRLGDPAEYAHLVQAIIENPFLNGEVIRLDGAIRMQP
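Buffer 100 mM Tris-HCl pH 9.0/0.01% Tween-20; HADH2 20 nM; NAD+ 1 mM; beta-hydroxybutyryl-CoA 90 uM (all final). 15 min cpd preincubation, RT.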
FLuc inh: qHTS Assay for Inhibitors of Firefly Luciferase. AID 411, 2009. Potency, µM (doses to about 57.1 µM), for the others: top-dose activity change, negative = inhibition, most hits filed as inhibitors. purified firefly luciferase, luminescence, 8 min. actives 2.2% (n = 72,000); note: potency is the fitted concentration of half-maximal effect; % is set by controls: 0 for no effect and ±100 for the full control effect; nearly all actives have a fitted effect of over 40% in size
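Substrate buffer containing 10 uM ATP (pH 7.2 imidazole, Mg2+, KCl, detergent, BSA) is dispensed, compound pinned in, then luciferase/luciferin detector mix added. After 8 min at ambient temperature, light output is measured.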
Active calls of the source: *; u = inconclusive; x = not tested or not shown; [ ] = remark or other dose. Unless noted, calls come from the whole dose curve; as a rule, active = well fitted curve in the direction sought with a large enough effect; inconclusive = small, poorly fitted or top-dose-only effect, or another doubt; inactive = no such curve, though single readings can be large; an effect the other way counts as inactive or inconclusive. The list is partial. The share of hits here may be higher or lower than overall.

Below each compound – ERK AVP inh	HBB splicing	Tau fil binding	GFP derepression	Hsp90 Hop PPI	UbGFP stabilizer	15-hLO inh	CRE-bla Fsk	Pol III holo inh	HADH2 inhib	FLuc inh
> C=CC1=C(C(=O)O)N2C(=O)[C@@H](NC(=O)/C(=N\OCC(=O)O)c3csc(N)n3)[C@@H]2SC1
→ 21%[25.7 µM]	-2.0%[20.6 µM]	3%[25.6 µM]	-2%[20.6 µM]	-3%[26 µM]	-4%[20.5 µM]	6%[25.6 µM]	2%[17.1 µM]	-5%[25.6 µM]	-19%[25.6 µM]	0%[25.5 µM]
> CC(C)(C)OC(=O)N1CCC(C(=O)O)CC1
→ 28%	-0.3%	11%	-1%	1%	0%	-4%	-6%	-3%	5%	1%
> O=c1oc2ccccc2n1CCn1c2ccccc2c2nc3ccccc3nc21
→ 6%	-0.4%	-8%	2%	4%	-11%	u	8%	-6%	2%	0%
> COc1ccc(-c2nnc3ccc(SCC(N)=O)nn23)cc1OC
→ 26%	-1.0%	0%	1%	0%	-11%	-1%	5%	-10%	-4%	3%
> CC(C)CCNC(=O)NC(=O)CSc1nnc(-c2ccccc2Br)o1
→ 43%[activator]	-2.3%	-5%	0%	0%	-1%	-30%	u	-4%	10%	-1%
> O=C(Nc1ccc(Nc2ccccc2)cc1)c1ccco1
→ -22%	0.1%	20µM*	3%	-21%	-8%	-13%	-10%	-2%	-25%	13µM*
> Cc1nc(SCC(=O)CC(=O)OC(C)C)c(C#N)c(C)c1C
→ 0%	x	11%	-1%	6%	-4%	u	12%	-8%	97%[activator]	-1%
> Cc1ccc2[nH]c3c(=O)n(CCCN4CCN(C)CC4)cnc3c2c1
→ -11%	-0.3%[1.84 µM]	4%	0%	0%	18%	5%	-1%	-2%	-3%	2%
> Cc1c2oc3c(C)ccc(C(=O)N[C@@H]4C(=O)N[C@H](C(C)C)C(=O)N5CCC[C@H]5C(=O)N(C)CC(=O)N(C)[C@@H](C(C)C)C(=O)O[C@@H]4C)c3nc-2c(C(=O)N[C@@H]2C(=O)N[C@H](C(C)C)C(=O)N3CCC[C@H]3C(=O)N(C)CC(=O)N(C)[C@@H](C(C)C)C(=O)O[C@@H]2C)c(N)c1=O
→ -10%	-1.2%	43%	x	-3%	x	13µM*	u	0.02µM*	-8%	x
> COc1ccc(N2CCN(C(c3cccc(OC)c3OC)c3nnnn3C3CCCC3)CC2)cc1 (centres undefined)
→ -16%	0.0%[57.5 µM]	-26%	1%	-23%	1%	-2%	4%	1%	-4%	0%
> O=S(=O)(Nc1nc2ccccc2nc1Nc1ccc2c(c1)OCCO2)c1cccs1
→ u	2.4%[0.369 µM]	-16%	2%	u	x	-29%	25%	9%	u	-2%
> COc1ccccc1C1CC(c2ccc(Cl)cc2Cl)Nc2nc(N)nn21 (centres undefined)
→ 3%	-0.8%	-22%	2%	-6%	-8%	17%	u	2%	-8%	2%
> CC1=C(C(=O)OCCOC(C)C)C(c2cc3c(cc2Br)OCO3)C2=C(CCCC2=O)N1 (centres undefined)
→ -8%	x	7%	0%	4%	-6%	1%	u	2%	-21%	2%
> O=C(CC1N=C2c3ccccc3N=C(SCc3ccc(F)cc3)N2C1=O)NCc1ccco1 (centres undefined)
→ 4%	0.3%	-27%	1%	-8%	0%	-27%	-25%	2%	-24%	1%
> CCOc1ccc(C(=O)Nc2ccc(N3CCCC3)cc2)cc1
→ -6%	0.7%[57.5 µM]	10µM*	2%	u	-1%	u	-7%	-8%	u	-12%
> CCCNCc1cc(OCC)c(OCC(N)=O)cc1Br
→ -8%	-0.8%	20%	-2%	-4%	-1%	8%	-4%	0%	7%	1%
> Cc1ccc(-n2nc3c(c2NC(=O)c2ccc(OC(C)C)cc2)CS(=O)C3)cc1 (centres undefined)
→ 14%	-0.4%	3%	6%	-1%	2%	-1%	2%	-3%	-2%	1%
> Cc1ccc(OCC(=O)Nc2cccc(O)c2)cc1C
→ -13%	0.5%	-8%	3%	-3%	14%	2%	-12%	-2%	-10%	16µM*
> Cc1ccc(CS(=O)(=O)CCC(=O)NCc2ccccn2)cc1
→ 9%	-5.2%	12%	1%	-26%	-4%	18%	u	-2%	5%	0%
> O=C(Cn1cc2c(n1)CCCCC2)N1CCc2ccccc2C1
→ -15%	0.5%	-7%	-3%	-3%	7%	-4%	-5%	-9%	4%	-1%

2 neighbouring entries from above, quoted:
Below each compound – ERK AVP inh	HBB splicing	Tau fil binding	GFP derepression	Hsp90 Hop PPI	UbGFP stabilizer	15-hLO inh	CRE-bla Fsk	Pol III holo inh	HADH2 inhib	FLuc inh
> O=S(=O)(Nc1nc2ccccc2nc1Nc1ccc2c(c1)OCCO2)c1cccs1
→ u	2.4%[0.369 µM]	-16%	2%	u	x	-29%	25%	9%	u	-2%
> COc1ccccc1C1CC(c2ccc(Cl)cc2Cl)Nc2nc(N)nn21 (centres undefined)
→ 3%	-0.8%	-22%	2%	-6%	-8%	17%	u	2%	-8%	2%

Later entries:
Below each compound – ERK AVP inh	HBB splicing	Tau fil binding	GFP derepression	Hsp90 Hop PPI	UbGFP stabilizer	15-hLO inh	CRE-bla Fsk	Pol III holo inh	HADH2 inhib	FLuc inh
> CCOC(=O)CN1CC23C=CC(O2)C(C(=O)N2CCN(c4ccc(F)cc4)CC2)C3C1=O (centres undefined)
→ 0%	-0.6%	-8%	-3%	-1%	-2%	0%	-10%	-3%	5%	1%
> Cc1ccc(NCc2nnc(SCC(=O)c3ccccc3)n2Cc2ccco2)c(C)c1
→ -15%	-0.2%	-18%	1%	-18%	1%	u	-24%	-9%	-28%	-1%
> CCOC(=O)c1c(C)oc2ccc(NS(=O)(=O)c3ccc4c5c(cccc35)C(=O)N4)cc12
→ u	5.7%	7.9µM*	3%	-3%	3%	u	u	-1%	u	0%
> CCCOC(=O)NC(CC)COC(=O)Nc1cc(C)ccc1C (centres undefined)
→ 30%	-1.6%	-12%	0%	6%	-5%	-3%	-10%	-3%	11%	1%
> COc1cccc(OC)c1C(=O)N1CCN(c2ccccn2)CC1
→ -11%	-0.5%	-5%	-6%	-2%	4%	-1%	u	-2%	u	1%
> CC1CCCCN1C(=O)Cn1c(=O)n(CCC(=O)NCc2ccco2)c(=O)c2sccc21 (centres undefined)
→ -8%	-4.3%	-6%	-2%	0%	-1%	5%	u	7%	-2%	4%
> O=C(CN(C1CC1)S(=O)(=O)c1ccc(S(=O)(=O)N2CCCCCC2)cc1)Nc1ccccc1
→ -22%	x	252%	-1%	41%	-3%	u	5%	-4%	16%	2%
> O=c1c2ccccc2nc(SCc2cn3ccsc3n2)n1-c1ccccc1F
→ -20%	-6.1%	42%	2%	-10%	-2%	-10%	5µM*	-2%	10%	3%
> CC(=O)c1cccc(NC(=O)CN(c2ccc(C)cc2)S(=O)(=O)c2cccc3nonc23)c1
→ 17%	-0.7%	4µM*	6%	-11%	-1%	-6%	1%	1%	1%	-3%
> COC(=O)COc1nc(C)c(Br)c(OC)n1
→ 4%	3.2%	8%	2%	0%	-13%	4%	-6%	-4%	0%	1%
> O=C(O)CCN(CCC(=O)O)S(=O)(=O)c1ccccc1
→ 20%	-4.6%	13%	0%	-4%	2%	3%	-16%	1%	-6%	4%
> O=C(OC(C(=O)NCC1CCCO1)c1ccccc1F)c1ccco1 (centres undefined)
→ 7%	-0.1%[57.5 µM]	4%	8%	2%	3%	5%	1%	-2%	0%	2%
